Gal4-VP16 FLuc: Gal4-VP16 reporter inhibition counter-screen; Drosophila S2 Gal4-VP16 UAS-luciferase, luminescence, 20 h; Potency, µM (series often up to 53.6 µM), for inactives: at the highest dose activity, negative = inhibition, actives largely listed as inhibitors; actives 3.5% (n = 310,000);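 also: Gal4-VP16 expression switched on by copper sulfate through the metallothionein promoter; potency is read from the fitted curve at half-maximal effect; % is scaled to controls: 0 for no effect and ±100 for the full control effect; nearly all actives have a fitted effect of over 50% in size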
p53 reactivator: re-activators of mutant p53; H1299 p53-A138V BP100-luciferase reporter, luminescence, 24 h; Potency, µM (doses to about 92.2 µM), without a hit: at the highest dose activity change, positive = activation, usual class: activators; actives 0.063% (n = 320,000); AID 504706; also: potency is read from the fitted curve at half-maximal effect; % of control where 0% means no effect; nearly all actives have a fitted effect of over 45% in size
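H1299 (p53-null), stable ts p53-A138V + BP100-Luc; 1000 cells/well, Opti-MEM/10% FBS; cpd 4 pt, 1:5; 24 h, 37 deg C, 5% CO2; detection reagent 10 min RT; luminescence.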
NPC1 promoter act: NPC1 promoter activation; Huh7 NPC1 promoter luciferase reporter, 24 h; Potency, µM (highest dose often 9.22 µM), for the others: at the highest dose activation, usual class: activators; actives 2.4% (n = 320,000);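 also: potency is read from the fitted curve at half-maximal effect; % of control where 0% means no effect; nearly all actives have a fitted effect of over 60% in size; reporter is driven by a mutant NPC1 promoter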
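Readout is luciferase luminescence, reflecting NPC1 promoter activation in stably transfected Huh7 cells after 24 h compound exposure at 37 °C in reduced-serum medium with 10% FBS.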
Tb PFK block: blocks T. brucei phosphofructokinase; O15648; T. brucei PFK, ADP-Glo luminescence; Potency, µM (top dose mostly 57.5 µM), without a hit: at the highest dose activity, negative = inhibition, actives largely listed as inhibitors; actives 0.17% (n = 330,000); AID 485367;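 also: potency is read from the fitted curve at half-maximal effect; 0% = uninhibited 1x PFK enzyme wells and -100% = no-enzyme wells; nearly all actives have a fitted effect of over 60% in size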
Target sequence (O15648 whole entry, looked up): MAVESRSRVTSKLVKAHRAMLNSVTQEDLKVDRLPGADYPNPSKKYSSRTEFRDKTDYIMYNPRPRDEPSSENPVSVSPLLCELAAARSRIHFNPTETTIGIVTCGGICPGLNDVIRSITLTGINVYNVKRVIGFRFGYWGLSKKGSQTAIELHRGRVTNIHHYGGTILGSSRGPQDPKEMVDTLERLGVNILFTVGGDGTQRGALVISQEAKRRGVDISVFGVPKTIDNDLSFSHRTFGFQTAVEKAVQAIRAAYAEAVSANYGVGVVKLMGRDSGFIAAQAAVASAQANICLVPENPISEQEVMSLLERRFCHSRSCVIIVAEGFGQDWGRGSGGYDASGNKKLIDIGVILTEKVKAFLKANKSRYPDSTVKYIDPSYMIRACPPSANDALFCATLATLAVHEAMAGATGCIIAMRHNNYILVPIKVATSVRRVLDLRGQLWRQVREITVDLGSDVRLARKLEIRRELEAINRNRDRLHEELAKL
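PFK 1.25 nM, F6P 0.5 mM, ATP 0.1 mM, 0.1 M TEA pH 8.0, 5 mM MgCl2, 0.01% Tween20, 0.1% BSA; 45 min RT. ADP-Glo readout. qHTS titration up to 57 uM; curves fitted, compounds curve-classed.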
BRCA1 expr up: activators of BRCA1 expression; MCF7-BRCA1-FFLuc reporter, luminescence, 48 h; response scale: scaled: vehicle 0%, 10 µM genistein 100%; Potency, µM (highest dose often 46.1 µM), for the others: top-dose activation, hits mostly activators; actives 1.1% (n = 380,000); AID 624202; also: potency is read from the fitted curve at half-maximal effect; nearly all actives have a fitted effect of over 80% in size; some results filed as inactive show a strong effect at the top dose
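Compounds are tested at multiple concentrations on MCF7 BRCA1-luciferase reporter cells seeded at 2000 per well; after 48 h, a single luminescence end-point is taken and curves fitted to the normalized data.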
Rab9 promoter act: activators of Rab9 promoter. actives 2.8% (n = 320,000). Huh7 Rab9 promoter-luciferase reporter, luminescence, 24 h. AID 485297. Potency, µM (top dose mostly 9.22 µM), for the others: at the highest dose activation, negative = inhibition, usual class: activators; also: potency is read from the fitted curve at half-maximal effect; % of control where 0% means no effect; nearly all actives have a fitted effect of over 60% in size
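Luminescence read-out: Huh7 cells stably expressing Rab9-luciferase, treated 24 h with compound at 37 °C, then lysed with luciferase reagent for 10 min at ambient before reading.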
ELG1 repair inh: ELG1-dependent DNA repair inhibition; Potency, µM (highest dose often 46.1 µM), for inactives: top-dose activity change, negative = inhibition, hits mostly inhibitors; HEK293T ELG1-luciferase reporter, luminescence, 16 h; DNA damage induced by 5-fluorouridine; actives 2.3% (n = 330,000); also: potency is read from the fitted curve at half-maximal effect; % is scaled to controls: 0 for no effect and ±100 for the full control effect; nearly all actives have a fitted effect of over 55% in size
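Reporter activity after DNA damage by 5-fluorouridine is monitored. Compound-treated cells incubate 16 hr at 37 °C, then ONE-Glo is added for 30 min before luminescence reading.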
FLuc counter: counter-screen for miR-21 project: firefly luciferase inhibitors or activators | P08659 | purified FLuc, Km substrates, luminescence inhibition | Potency, µM (series often up to 57.5 µM), without a hit: top-dose activity change, negative = inhibition, hits mostly inhibitors | actives 6.9% (n = 360,000) | AID 588342;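 also: potency is read from the fitted curve at half-maximal effect; plate controls were vehicle for no effect and reference inhibitor for full effect; nearly all actives have a fitted effect of over 55% in size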
Target sequence (P08659 whole entry, looked up): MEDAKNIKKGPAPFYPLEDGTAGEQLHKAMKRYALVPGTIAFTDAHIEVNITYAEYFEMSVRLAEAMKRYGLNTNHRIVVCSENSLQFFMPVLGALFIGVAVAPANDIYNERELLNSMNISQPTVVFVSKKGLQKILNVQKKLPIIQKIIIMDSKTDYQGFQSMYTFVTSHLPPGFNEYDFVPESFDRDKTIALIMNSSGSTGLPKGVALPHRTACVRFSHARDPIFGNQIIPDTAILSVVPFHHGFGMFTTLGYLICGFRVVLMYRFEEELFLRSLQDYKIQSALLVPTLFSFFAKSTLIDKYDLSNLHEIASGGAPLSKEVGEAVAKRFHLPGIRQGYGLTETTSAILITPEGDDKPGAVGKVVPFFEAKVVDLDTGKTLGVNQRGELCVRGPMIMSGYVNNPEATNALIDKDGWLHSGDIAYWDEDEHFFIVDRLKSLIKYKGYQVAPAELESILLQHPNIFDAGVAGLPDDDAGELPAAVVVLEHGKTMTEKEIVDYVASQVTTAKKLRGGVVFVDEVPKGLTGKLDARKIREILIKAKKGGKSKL
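Purified P. pyralis luciferase, 10 nM final, with Km-level 10 uM D-luciferin and 10 uM ATP in 50 mM Tris acetate pH 7.5, 10 mM Mg acetate, 0.01% Tween-20, 0.05% BSA; 6-point qHTS titration about 60 µM downward; luminescence read.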
ELG1 genotox: genotoxicity induction in ELG1-luciferase HEK293T cells. HEK293T ELG1-luciferase reporter, luminescence, 16 h. Potency, µM (doses to about 46 µM), for inactives: top-dose activity change, positive = activation, actives largely listed as activators. actives 1.3% (n = 330,000); also: potency is read from the fitted curve at half-maximal effect; % of control where 0% means no effect; nearly all actives have a fitted effect of over 60% in size
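After overnight (16 hr) compound treatment at 37 °C, ELG1-luciferase HEK293T cells were lysed with ONE-Glo; luminescence quantified 30 min later at room temperature.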
RORg inh: blocks mouse ROR gamma transcriptional activity | Drosophila S2 Gal4-RORgamma UAS-luciferase reporter, 20 h | actives 5.4% (n = 310,000) | Potency, µM (series often up to 53.6 µM), inactives show at the highest dose activity change, negative = inhibition, most hits filed as inhibitors | P51450; also: potency is read from the fitted curve at half-maximal effect; % is scaled to controls: 0 for no effect and ±100 for the full control effect; nearly all actives have a fitted effect of over 60% in size
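Stable Schneider cell line, Gal4 DNA-binding domain fused to ROR gamma, UAS-luciferase. Cmpd 1 hr RT → CuSO4 700 uM final → 20 hr RT → luciferase reagent 10 min → luminescence.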
TRPV1 agonist: human TRPV1 agonism | TRPV1-expressing cells, Fluo-8 calcium influx, agonist mode | activation, % at 8.33 µM | actives 0.19% (n = 320,000); in the data active = activation above about 80%; inconclusive = between about 30% and that limit; also: 0% is about no effect
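Cells expressing TRPV1 were dye-loaded with Fluo-8 and read kinetically: 10 s baseline, 3 min after compound (agonist portion), then 2 min after EC20 capsaicin (allosteric enhancer portion). Calcium-bound dye fluorescence at 480/520 nm.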
An asterisk follows results filed as active; ? = inconclusive; / = no result given; & = joins results of further samples; [ ] = dose if it differs, or a comment. Unless noted, calls follow the shape of the dose curve; as a rule, active = well fitted curve in the direction sought with a large enough effect; inconclusive = small, poorly fitted or top-dose-only effect, or another doubt; inactive = no such curve, though single readings can be large; an effect the other way counts as inactive or inconclusive.

Every second line gives: Gal4-VP16 FLuc, p53 reactivator, NPC1 promoter act, Tb PFK block, BRCA1 expr up, Rab9 promoter act, ELG1 repair inh, FLuc counter, ELG1 genotox, RORg inh, TRPV1 agonist
> CC(C)C[C@H](NC(=O)[C@H](Cc1ccccc1)n1c(=O)[nH]c2ccccc2c1=O)C(=O)N1CCC[C@@H]1C(=O)O
  3%, 11%, 2%, -2%, 15%, -3%, -2%, 1%, 5%, -20%, 1
> Cc1ccc(C2(C)NC(=O)N(CC(=O)Nc3ccccc3C(=O)N3CCCCC3)C2=O)cc1 (centres undefined)
  /, 1%, 1%, -6%, 8%, -1%, 7%, 0%, -1%, /, 4
> CCN(CC)CCNC(=O)CN1C(=O)COc2ccc(S(=O)(=O)N3CCOCC3)cc21
  4%, 11%, 2%, 0%, 0%&0%, -1%, 10%, 0%&1%, 5%, -1%, 3
> Cc1cc(=O)[nH]c(SCC(=O)N2CCN(S(=O)(=O)c3ccccc3)C2)n1
  0%, 1%, -4%, 3%, 3%, -5%, -9%, -4%, 3%, 8%, 3
> Cc1cccc(CNC(=O)C2CCC(=O)N(C3CCCC3)C2)c1 (centres undefined)
  -2%, 1%, -5%, 1%, -14%, -4%, -1%, -1%, -2%, -8%, 4
> CCN(CC)C(=O)[C@H]1C[C@H](CC(=O)NCCN2CCOCC2)C(=O)N2CCc3c([nH]c4ccc(Cl)cc34)[C@]12C
  /, -9%, /, 4%, 3%, /, 2%, /, 10%, /, /
> Cc1cc(Br)ccc1SCC(=O)OC/C(O)=C(\C#N)c1nc2ccccc2[nH]1
  ?, 1%, -6%, 3%, -5%, 6%, 7%, 1%, -4%, 0%, 1
> CCOC(=O)c1cccc(NC(=O)CSc2nnc(COc3ccccc3C)o2)c1
  -1%, 2%, -4%, 3%, 28%, -8%, 21%, -1%, -2%, 2%, -2
> CCCC1=[N+](CC(=O)c2ccccc2)CCn2cccc21
  -3%, ?, 8%, 8%, -65%, -2%, 3%, -2%, 2%, -8%, -1
> Cc1cccc(NC(=S)NNC(=O)c2ccc(O)cc2O)c1C
  20µM*, -8%, -1%, 1%, 1%, 16%, 10µM*, ?, -12%, 7.9µM*, 6
> COc1cccc(CN2CCNC(=O)C2CC(=O)NCCOc2cccnc2)c1 (centres undefined)
  -1%, -4%, 0%, -8%, -1%, -15%, 3%, -3%, 1%, 5%, -3
> O=C(O)Cn1nnnc1SCC(=O)Nc1ccccc1F
  -13%, 2%, -6%, 0%, -1%, 2%, 9%, 5%, 2%, 21%, 1
> COc1ccc(C2CC(=O)C(CS(=O)(=O)c3ccccc3)C(=O)C2)cc1 (centres undefined)
  -1%, -3%, 0%, -3%, 1%, 3%, 3%, -6%, -1%, 24%, -1
> O=C1C2C3C=CC(C3)C2C(=O)N1c1ccc2ccccc2n1 (centres undefined)
  0%, 8%, 1%, -1%, 6%, 2%, 20%, ?, 1%, -17%, 7
> COC(=O)c1cccc(S(=O)(=O)N2CCCC2)c1
  0%, -11%, 0%, -1%, 12%, 1%, 3%, 1%, 0%, 1%, -1
> CCC(c1nnnn1Cc1ccc(F)cc1)N(CCCO)Cc1cc2cc3c(cc2[nH]c1=O)OCO3 (centres undefined)
  -8%, 0%, 1%, 1%, -27%, -1%, -29%, 3%, 1%, 28%, 0
> Cn1c(=O)c2c(-c3ccccc3)n(Cc3cccnc3)cc2n(C)c1=O
  -3%, 0%, -3%, -4%, 14%, 0%, ?, -2%, 0%, -7%, 0
> O=C(CCN1C(=O)c2ccccc2C1=O)Oc1ccc2ccccc2c1
  2%, 3%, 2%, 3%, -4%, 3%, ?, -14%, 3%, 5%, 4
> Cc1cc(SCC(=O)Nc2cccc(S(=O)(=O)NC3=NCCCCC3)c2)c(C)cc1Br
  -15%, -6%, -6%, -7%, -8%, 0%, ?, 1%, -6%, -3%, 5
> COCCn1c(SCC(=O)c2ccccc2)nc2ccccc2c1=O
  -6%, -3%, -4%, 8%, 3%, -9%, 0%, ?, -6%, 39%, 1
> COc1ccc(NC(=O)CCc2nnc3ccc(N4CCC5(CC4)OCCO5)nn23)cc1
  12%, -5%, 0%, 1%, 33%, 0%, -1%, 3%, 0%, -16%, -1
> Cc1ccc(S(=O)(=O)N2CCC(C(=O)N[C@H](C(=O)NCC3CCCO3)C(C)C)CC2)cc1 (some centres undefined)
  -10%, -3%, 3%, 1%, -5%, 3%, -2%, 0%, -7%, -35%, -1
> Cc1ccc(Sc2ccc(S(=O)(=O)Nc3ccc(CC(=O)O)cc3)cc2)cc1C
  /, 7%, 0%, 0%, -3%, -1%, 8%, 0%, -2%, /, -2
> COc1ccc(C(c2nnnn2CC2CCCO2)N2CCN(c3ccccc3)CC2)cc1 (centres undefined)
  1%, 3%, -3%, 2%, -19%, -2%, 6%, 1%, 0%, 1%, -4
> COc1ccc(CN2CCNC(=O)C2CC(=O)NC2CCCC2)c(OC)c1 (centres undefined)
  -5%, 0%, -2%, 2%, 1%, 0%, ?, 5%, 7%, -6%, 2
> COc1ccc(OCc2cc(C(=O)NCCN3CCCc4ccccc43)no2)c(Cl)c1
  6%, -4%, 24%, 3%, -41%, 4%, ?, 24µM*, -20%, ?, 10
> C=CCn1c(=S)[nH]c2cc(C(=O)N3CCN(c4ccccc4OC)CC3)ccc2c1=O
  /, -4%, 0%, 0%, -11%, 0%, ?, /, -2%, /, 0
> CCCn1c(-c2cccnc2Cl)nc2cc(Cl)c(Cl)cc21
  12%, -4%, 1%, 1%, -34%, -1%, 6%, -1%, -3%, -13%, ?
> O=C(c1cnn(C(=O)c2ccccc2)c1)c1ccccc1O
  9%, 6%, 1%, -2%, 4%, 3%, -18%, -20%, -3%, -4%, 3
> Nc1nc2n(n1)C(c1cccs1)CC(c1ccc(F)cc1)N2 (centres undefined)
  -2%, -21%, -6%, -3%, 0%, 0%, 2%, 7%, -3%, -4%, 2
> COc1ccc(/C=N/Nc2nc(C)cc(-c3ccccc3)n2)c(OC)c1
  11µM*, 0%, -4%, -6%, -63%, -2%, ?, ?, -12%, 10µM*, 2
> O=C(CCNC(=O)c1ccc(Br)cc1)NNC(=O)COc1ccccc1F
  /, 1%, /, 7%, -2%, /, 10%, /, 2%, /, /
> NC(=O)c1cc(S(=O)(=O)NCc2ccc(Br)cc2)cs1
  -6%, -7%, 1%, -2%, 11%&17%, -1%, 1%, 1%&5%, -4%, 28%, 1
> C=CCC[C@@H](Cc1ccc(F)cc1)C(=O)OC[C@@H](Cc1c[nH]c2ccccc12)NC(=O)[C@@H](CC=C)CC(=O)NCCO
  /, 10%, /, -15%, -26%, /, ?, /, -8%, /, /
> Cc1ccc(OS(=O)(=O)c2cn(C)c(=O)n(C)c2=O)cc1C
  -9%, 4%, -1%, 3%, -4%, -1%, 15%, -16%, 0%, 3%, 4
> COC(=O)C(C(=O)OC)c1ccccc1[N+](=O)[O-]
  -3%&7%, -1%, 1%, 4%, -14%, -3%, -6%, 6%, -3%, -3%&3%, -5
> CC(=O)Nc1ccc(OCC(O)Cn2nc(C)c(C)c2C)cc1 (centres undefined)
  -7%, -1%, -5%, 7%, -15%, 0%[1.84 µM], 3%, 5%, 0%, -7%, -1
> CC(C)C[C@H](NC(=O)N1CC(=O)Nc2ccccc21)C(=O)N[C@H](Cc1ccccc1)C(=O)O
  -2%, /, -4%, 1%, 0%, -5%, 11%, 4%, 2%, -10%, -1
> CCCn1c(N2CCOCC2)nc2c1c(=O)[nH]c(=O)n2C
  -1%, 2%, 6%, -4%, -1%, 10%, 26%, -1%, -8%, -5%, 2
> Cc1cc(C)c2cc(CN(CCCN(C)C)C(=S)NCc3ccccc3)c(=O)[nH]c2c1
  ?, 7%, -2%, 11%, -23%, -10%, ?, 2%, 16%, ?, 1
> O=C(NCCS(=O)(=O)c1ccc(Br)cc1)c1c(F)cccc1F
  -9%, -9%, 0%, 3%, -3%, -2%, 24%, 1%, 4%, 26%, 14
> COc1ccc(-c2cc3c(=O)n(CC(=O)NCCN4CCCC4)nc(C)n3n2)cc1
  1%, 19%, 2%, 0%, 0%, 12%, ?, -15%, 1%, 3%, -2

2 of the compounds above, bar-delimited:
compound | Gal4-VP16 FLuc | p53 reactivator | NPC1 promoter act | Tb PFK block | BRCA1 expr up | Rab9 promoter act | ELG1 repair inh | FLuc counter | ELG1 genotox | RORg inh | TRPV1 agonist
O=C(NCCS(=O)(=O)c1ccc(Br)cc1)c1c(F)cccc1F | -9% | -9% | 0% | 3% | -3% | -2% | 24% | 1% | 4% | 26% | 14
COc1ccc(-c2cc3c(=O)n(CC(=O)NCCN4CCCC4)nc(C)n3n2)cc1 | 1% | 19% | 2% | 0% | 0% | 12% | ? | -15% | 1% | 3% | -2

Screening results deposited in PubChem by National Center for Advancing Translational Sciences (NCATS).
